# ERK EGF block – blocks ERK signaling stimulated by EGF | HEK293-V1b, EGF-stimulated phospho-ERK AlphaScreen | Potency, µM (doses to about 11.5 µM), without a hit: at the top dose activity change, negative = inhibition, most hits filed as inhibitors | 130,000 tested, 0.41% active | AID 1454; active = well fitted inhibition curve with a large enough effect; inconclusive = small, poorly fitted or top-dose-only effect, or effect the other way;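 note: plate controls were stimulated vehicle wells for no effect and unstimulated vehicle basal for full effect; nearly all actives have a fitted effect of over 55% in size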
#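 Stably V1b-transfected HEK293 cells; 30 min compound, then EGF 25 nM final for 5 min at 37C; 10 min lysis; phospho-ERK by AlphaScreen after 5 hr beads at room temperature.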
# The depositor's hits bear a star; ? = inconclusive; & = joins results of further samples; [ ] = another dose, or the depositor's remark. Potency is the fitted concentration of half-maximal effect.
SMILES,ERK EGF block
Cc1nn(-c2ccccc2)c(C)c1C(=O)NNC(=O)C(F)(F)F,-8%[57.5 µM]
CCC(=O)N1CCc2cc(S(=O)(=O)CCC(=O)NCc3ccco3)ccc21,2%
O=C1NC(c2ccc(-c3ccccc3[N+](=O)[O-])o2)C(C(=O)c2ccccc2)C(O)(C(F)(F)F)N1 (configuration not stated),5%
CCC(=NCCc1c(C)[nH]c2ccc(C)cc12)C1=C(O)CC(c2ccccc2)CC1=O (configuration not stated),4%
CC(/C=C/c1ccccc1)=N\NC(=O)c1ccc2c(c1)OCCO2,-6%
CCOC(=O)CCCOC(=O)c1ccc(S(=O)(=O)N(C)C)cc1,1%
CC(C)OCc1c(C(=O)OC/C(O)=C(\C#N)c2nc3ccccc3[nH]2)oc2ccccc12,-9%
CC(=O)c1cccc(Nc2ccc(-c3ccccc3F)nn2)c1,6%
Cc1ccc(-c2csc(NC(=O)Cc3ccc(F)cc3)n2)o1,0%
Cc1cccc(C)c1NC(=O)CN1C(=O)NC(C)(CCc2ccccc2)C1=O (configuration not stated),-5%

# By substructure: the entries above containing a furan ring, fused or not (four)
SMILES,ERK EGF block
CCC(=O)N1CCc2cc(S(=O)(=O)CCC(=O)NCc3ccco3)ccc21,2%
O=C1NC(c2ccc(-c3ccccc3[N+](=O)[O-])o2)C(C(=O)c2ccccc2)C(O)(C(F)(F)F)N1 (configuration not stated),5%
CC(C)OCc1c(C(=O)OC/C(O)=C(\C#N)c2nc3ccccc3[nH]2)oc2ccccc12,-9%
Cc1ccc(-c2csc(NC(=O)Cc3ccc(F)cc3)n2)o1,0%

# The main list resumes, starting two compounds before the break.
SMILES,ERK EGF block
Cc1ccc(-c2csc(NC(=O)Cc3ccc(F)cc3)n2)o1,0%
Cc1cccc(C)c1NC(=O)CN1C(=O)NC(C)(CCc2ccccc2)C1=O (configuration not stated),-5%
COc1cnc(-c2cccc(C(F)(F)F)c2)[nH]c1=O,-8%
Cc1sc2nc(CSCC(=O)Nc3ccccc3C#N)[nH]c(=O)c2c1C,6%
CSc1ccccc1NC(=O)CN(C)C(C)C(=O)Nc1ccc(C#N)cc1 (configuration not stated),7%
CCCc1cc(=O)[nH]c(SCC(=O)N2CCN(S(=O)(=O)c3ccc(C)cc3C)CC2)n1,0%
Cc1cc(Cl)ccc1OCc1cn2cccnc2n1,-15%
Nc1cc2c3c(cccc3c1)C(=O)N(CCN1CCCC1)C2=O,-14%[57.5 µM]
CCNc1ncc2nc(-c3cc(F)cc(F)c3)c(=O)n(-c3ccccc3)c2n1,-15%
NC(=O)c1ccsc1NC(=O)CSc1nnc2ccccn12,2%
CC(NC(=O)c1ccc(Br)s1)c1ccncc1 (configuration not stated),45%
Cc1cc(NCc2ccccn2)n2ncc(-c3ccccc3)c2n1,-5%[57.5 µM]
CCN(CC)c1ccc(N)cc1S(=O)(=O)Nc1ccccc1OC,-10%[57.5 µM]
Cc1cc(NC(=O)Cn2c(=O)n(CCCCC(=O)NC3CCN(Cc4ccccc4)CC3)c(=O)c3ccccc32)n[nH]1,1%
COc1ccc(NC(=S)Nc2cccc(Cl)c2Cl)cc1OC,2%
CCO[C@@H]1OC(C(=O)N2CCN(C)CC2)=C[C@H](c2ccc(C(F)(F)F)cc2)[C@H]1CCCO,5%[57.5 µM]
Nc1ccc(N)c(C(=O)O)c1,-11%[57.5 µM]
O=C(c1ccncc1)N1CCC[C@@]2(CCN(c3ccncc3)C2)C1,10%
CCNS(=O)(=O)c1ccc(NC(=O)c2ccc(Cn3cc(Br)cn3)o2)cc1,-1%
COc1ccc(N2CCN(Cc3nc4ccccc4n3C)CC2)cc1,4%
CC(C)Cn1c(=O)c(C(=O)N/N=C/c2cccc(F)c2)c(O)c2ccccc21,-9%
Cc1ccc2c(c1)N(CCCC(=O)NCc1cccnc1)C(=O)CO2,-1%
O=C(Nc1ccc(CN2CCCCC2)cc1)Nc1ccccc1Cl,1%
O=C(C=C=Nc1ccccc1)C(=O)N=C=Cc1ccccc1,-1%[57.5 µM]
CN(c1ccc(OCC(=O)NC2=NCCS2)cc1)S(=O)(=O)c1ccc(F)cc1,10%[57.5 µM]
Cn1c(CN2CCCC2)nc2cc(NC(=O)c3cccs3)ccc21,-4%
CC(/C=N/N1C(=O)CSC1=S)=C\c1ccccc1,-2%
COc1cccc(/C=C2\SC(=N)N(c3ccc(F)cc3)C2=O)c1,-7%
OCCn1c(-c2ccccc2)csc1=Nc1ccccc1,1%
COc1ccc(NC(=O)Nc2ccc3oc(C)nc3c2)cc1,-15%
Cc1nc2ccccc2oc1=O,-1%
CCOc1ccc(N(C(=O)C2CCCO2)C2C=CS(=O)(=O)C2)cc1 (configuration not stated),-10%
COC(=O)c1scc2c(Oc3ccccc3)cc(C(F)(F)F)nc12,11%[57.5 µM]
CS(=O)(=O)n1nc(OC(=O)c2cccs2)cc1N,-19%[57.5 µM]
CCCCOc1ccc(C(=O)NCCc2cccs2)cc1,21%
O=S(=O)(c1ccc(F)cc1)N1CCN(C(=S)NC2CCCC2)CC1,3%
COc1ccc(N2CCN(C(=O)c3c(C)nn(-c4ccccc4)c3C)CC2)cc1,-1%
O=C(OC(c1ccccc1)c1nccc2ccccc12)c1cc([N+](=O)[O-])cc([N+](=O)[O-])c1 (configuration not stated),16µM*
COc1ccc(C2N(c3ccc(C)cc3)CCN2c2ccc(C)cc2)cc1O,?
CCCCNC(=O)NNC(=O)c1ccc(F)cc1,-16%
O=C1c2ccccc2C(=O)c2cc(NC(=O)C3CC3)ccc21,1%
Cc1cc(OC(=O)c2c(C)cc(O)cc2O)cc(O)c1C(=O)O,11%&-6%
Cc1c(C#N)c2ccccc2n1CC(=O)NCc1ccccc1,-6%
CN1CCC(CO)(Cc2ccccc2)CC1,-1%
CCOc1ccc(C2CC(c3ccc(OC)c(OC)c3)n3nc(N)nc3N2)cc1 (configuration not stated),-4%
Cc1c(O)c(O)cc2c1oc1c3ccccc3oc(=O)c21,0%
Cc1c(Cl)cccc1NC(=S)NCCc1ccc(C(F)(F)F)cc1,5%
NC(=O)C1CCN(C(=O)/C=C/c2ccco2)CC1,4%
COc1ccc(N=Cc2nc(-c3ccco3)oc2O)cc1,15%
O=C(COc1ccc(S(=O)(=O)NCc2ccccc2)cc1)N1CCOCC1,-4%
CCCC[n+]1c(C)sc2ccc(C)cc21,-2%
CC(/C=N/NC(=O)Cc1cccn1C)=C\c1ccccc1,3%
# Later entries
SMILES,ERK EGF block
CC(C)c1ccccc1NC(=O)COC(=O)CCN1C(=O)/C(=C\C=C\c2ccccc2)SC1=S,1%
CCOc1ccccc1C(=O)Nc1ccc(-n2nncc2C(C)(C)C)cc1,3%
COC(=O)CSc1nc(C)c(C(=O)Nc2ccccc2C)c(-c2ccc(Cl)cc2)c1C#N,-4%
Cc1ccc(NC(=S)N(CCN2CCOCC2)Cc2cc3cc4c(cc3[nH]c2=O)OCCO4)cc1,-1%[57.5 µM]
Cc1cccc(C)c1NC(=O)CSc1nnc(Cc2ccccc2)o1,4%
CCOC(=O)C1(CC2CC2)CCN(C(=O)c2cc(C3CC3)nc3ccccc23)CC1,-14%[57.5 µM]
CCOC(=O)C1=NOC(Cn2cc(C#N)c(=O)n(C)c2=O)C1 (configuration not stated),-5%
CCNC(=O)CC1SC(=Nc2cccc(Cl)c2C)N(C)C1=O (configuration not stated),-5%
Cc1ccccc1/C=C/c1nc2ccccc2c(=O)n1CCc1ccccc1,4%
CCN(CC)S(=O)(=O)c1ccc(C)c(NC(=O)Cn2cnc3cc([N+](=O)[O-])ccc3c2=O)c1,-6%
Cc1nc(-c2ccc(S(=O)(=O)N3CCN(Cc4ccccc4)CC3)s2)cs1,8%[57.5 µM]
CCOC(=O)c1c(C)[nH]c(C(=O)OCCOc2ccc(Cl)cc2)c1C,-3%
Cc1cc(C(C)(C)C)cc(S(=O)(=O)Nc2ccc(C(=O)O)cc2)c1C,10%
CCN(C(=O)c1cc2c(C)nc3ccccc3c2o1)c1cc(Cl)ccc1OC,?
O=C(CN1CCN(c2ccccc2)CC1)Nc1ccc2c(c1)CCC2,7%
Cc1c(NS(=O)(=O)c2ccc(C(=O)NCc3ccccc3)cc2)c(=O)n(-c2ccccc2)n1C,-5%
CN1C(=O)C2C(c3ccc(N(C)C)cc3)NN(Cc3ccccc3)C2C1=O (configuration not stated),0%
COc1ccc(-c2nnc3c4ccccc4c(C)nn23)cc1S(=O)(=O)N1CCN(CCO)CC1,5%
COc1cccc(NC(=O)CSc2nc3ccccc3n2C)c1,-3%
Cc1ccc(NC(=O)Cn2cccc2)cc1,3%
CCCN1CCC(NC(=S)Nc2ccc([N+](=O)[O-])cc2)CC1,-17%
O=S(=O)(Nc1ccc(-n2cccc2)cc1)c1ccc(F)cc1,6%
CC(OC(=O)c1ccncc1)C(=O)NC1CCCC1 (configuration not stated),2%
COCCC(=O)N1CCCC(C(=O)c2ccc(Oc3ccccc3)cc2)C1 (configuration not stated),-2%
Cc1ccc(C2=NN(C(=O)c3ccco3)C(O)(C(F)(F)F)C2)cc1 (configuration not stated),0%
CCn1c(CNC(=O)c2ccccc2)nnc1SCC(=O)N1CCN(c2ccccc2)CC1,-2%
Cc1ccc(C)n1-c1ccc(C(=O)NC2CCN(Cc3ccccc3)CC2)cc1,1%
COc1ccc(-c2cn3cccnc3n2)cc1Br,7%
COc1ccc(C(=O)NCC(=O)N/N=C/c2c(C)[nH]c3ccccc23)cc1OC,-10%[57.5 µM]
COc1ccc(CCN=Cc2c(C)[nH]n(-c3ccc([N+](=O)[O-])cc3)c2=O)cc1OC,-7%

# Looked up by structure from above (7):
SMILES,ERK EGF block
CCN(CC)S(=O)(=O)c1ccc(C)c(NC(=O)Cn2cnc3cc([N+](=O)[O-])ccc3c2=O)c1,-6%
COc1cnc(-c2cccc(C(F)(F)F)c2)[nH]c1=O,-8%
COc1ccc(C(=O)NCC(=O)N/N=C/c2c(C)[nH]c3ccccc23)cc1OC,-10%[57.5 µM]
Cc1ccc(-c2csc(NC(=O)Cc3ccc(F)cc3)n2)o1,0%
Cc1cccc(C)c1NC(=O)CN1C(=O)NC(C)(CCc2ccccc2)C1=O (configuration not stated),-5%
CCNS(=O)(=O)c1ccc(NC(=O)c2ccc(Cn3cc(Br)cn3)o2)cc1,-1%
COc1ccc(N=Cc2nc(-c3ccco3)oc2O)cc1,15%

# (listing goes on)
SMILES,ERK EGF block
COc1ccc(C2OC(=O)CC2C(=O)NCc2ccccc2Cl)cc1OC (configuration not stated),2%
Cc1ccc(OCC(=O)Nc2ccccc2Sc2ccccc2)c([N+](=O)[O-])n1,-4%
CC(=O)NC(=S)NNC(=O)CCc1ccccc1,-6%
Nc1cc(Cl)nc(N/N=C/c2c(O)ccc3ccccc23)n1,4%
Cc1cc(F)ccc1NC(=O)C(C)n1c2ccccc2c2nc(=O)cc(C)n21 (configuration not stated),4%[57.5 µM]
CCCCn1c(=O)c(CCC(=O)OCC(=O)Nc2cccc3ccccc23)nc2ccccc21,-11%
CC1CCC(N2CCNCC2)CC1 (configuration not stated),1%
CC(=O)c1cc(CN2CCN(C(C)C)C(CCO)C2)cs1 (configuration not stated),-2%
CC(=O)NCc1ccc(C(=O)CCl)cc1,3%
CCOC(=O)C1CCN(S(=O)(=O)c2ccc(C)c(C)c2)CC1,7%

# Sorted by molar mass (low to high): six of the compounds above.
SMILES,ERK EGF block
CC(=O)NCc1ccc(C(=O)CCl)cc1,3%
CC(=O)NC(=S)NNC(=O)CCc1ccccc1,-6%
CC(=O)c1cc(CN2CCN(C(C)C)C(CCO)C2)cs1 (configuration not stated),-2%
Nc1cc(Cl)nc(N/N=C/c2c(O)ccc3ccccc23)n1,4%
Cc1cc(F)ccc1NC(=O)C(C)n1c2ccccc2c2nc(=O)cc(C)n21 (configuration not stated),4%[57.5 µM]
Cc1ccc(OCC(=O)Nc2ccccc2Sc2ccccc2)c([N+](=O)[O-])n1,-4%

# Next structures follow:
SMILES,ERK EGF block
CCOc1ccc(NC(=O)NC(=O)N(C(C)C)S(C)(=O)=O)cc1,-7%
CCc1ccc(-c2cc(C(=O)NCc3ccccn3)c3ccccc3n2)cc1,-2%
Cc1c(-c2cccc(NC(=O)c3ccco3)c2)nc2ncccn12,0%
Cc1c(C(=O)NC(Cc2ccccc2)c2nc3ccccc3[nH]2)cccc1[N+](=O)[O-] (configuration not stated),11%
CN(C)/C=C/C(=O)c1ccc(Cl)cc1Cl,-2%
CN(CCC#N)C(=O)COC(=O)c1cccnc1Nc1ccccc1F,0%
CC(=O)N1CCN(C(=S)c2ccc(Cl)cc2)CC1,4%
CCN(CC)c1ccc2cc(C(=O)NNC(=O)c3ccc(S(=O)(=O)N4CCCCC4)cc3)c(=O)oc2c1,5%
COc1cc(O)c(C(CC(=O)N2CCN(c3ccccc3)CC2)c2ccc(N(C)C)cc2)c(OC)c1 (configuration not stated),?
Cn1c(N)c(C(=O)COC(=O)c2ccnc3ccccc23)c(=O)n(C)c1=O,-6%&3%
CCc1ccccc1NC(=O)CC(c1ccc(OC)cc1)n1cccc1 (configuration not stated),-15%
COc1ccccc1NC(=S)NN1CCN(C)CC1,4%
Cc1ccc(CNC(=O)C2CC(c3cc(C(F)(F)F)cc(C(F)(F)F)c3)=NO2)o1 (configuration not stated),4%[57.5 µM]
CC(C)CC(NC(=O)CCl)c1ccccc1 (configuration not stated),0%
OCC1(CCOc2ccccc2)CCN(Cc2cn[nH]c2-c2ccc(F)cc2)CC1,-8%
CCC(Sc1nc2ncnc(N)c2[nH]1)C(=O)O (configuration not stated),6%
Cc1nc(CSc2ccc(Cl)cc2)cc(N2CC(C)OC(C)C2)n1 (configuration not stated),8%
CC(C)(C)c1ccc(Oc2ccc(N)cn2)cc1,11%[57.5 µM]
CC(C)NC(=S)N1CCN(C/C=C/c2ccccc2)CC1,?
O=C(COC(=O)COc1ccccc1)NC1CCCc2ccccc21 (configuration not stated),-8%
O=c1cc(CN2CCN(S(=O)(=O)c3ccccc3[N+](=O)[O-])CC2)nc2sccn12,11%
CC1(C)C(=O)NCCN1C(=O)CCCC(=O)O,3%

# Not all compounds are listed. The share of hits here may be higher or lower than overall.
